# Dengue inhibitors: Dengue virus cytopathic effect inhibitors, cell-based, CPE readout, HTS (AID 540333) | hit rate 3.1% among 10,000 | CPE inhibition, % at 20 µM | Dengue virus CPE inhibition in host cells; stronger effect = higher value; in the data active = CPE inhibition mostly above about 9.1%, no sharp cut-off; inactive = mostly below about 7.2%
# An asterisk follows results filed as active; i = inactive.
SMILES,Dengue inhibitors
Cc1ccc(S(=O)(=O)N(CC(=O)N=Nc2c(O)[nH]c3ccccc23)c2cccc(C)c2)cc1,9.7
Cc1ccc(NC(=O)c2ccccc2[N+](=O)[O-])nc1,i
CC(=O)c1cnc2ncnn2c1C,0.3
Cc1ccc(NC(=O)CSc2nnc(CNC(=O)C34CC5CC(CC(C5)C3)C4)n2-c2ccc(F)cc2)cc1,5.7
CCN1C(=O)[C@H]2[C@@H](c3ccc(C)cc3)N3C(=O)N(c4ccc(OC)cc4)C(=O)[C@@]3(CC)[C@H]2C1=O,0.6
CCOc1ccc(NCc2nnc(SCc3ccc(Cl)cc3)n2-c2ccccc2)cc1,15.5*
CCN(CC)CCNC(=O)c1cc(Sc2nnc(C)s2)nc2ccccc12,i
O=C(CN1CCc2ccccc2C1)Nc1cc(S(=O)(=O)N2CCOCC2)ccc1N1CCOCC1,i
O=c1oc2cc(OCc3c(F)c(F)c(F)c(F)c3F)ccc2cc1-c1ccccn1,1.5
CCOC(=O)/C=C/C(=O)Nc1ccccc1-c1ccccc1NC(=O)/C=C/C(=O)OCC,i
CCNC(=S)N1CCN(c2cccc(C(F)(F)F)c2)CC1,0.4
COc1ccc(-c2noc3c2-c2nc(-c4ccc(C)cc4)sc2CC3)cc1,4.5
O=C(O)CC/C(=N\NC(=O)c1ccccc1Br)c1ccccc1,1.5
O=C(/C=C/c1ccc(Br)cc1)NC(=S)Nc1ccc(S(=O)(=O)Nc2nccs2)cc1,i
C=CCn1c(=NC(=O)c2ccco2)sc2cc(C(=O)OCC)ccc21,5.0
Cc1ccc(N=Cc2c(O)n(-c3nccs3)c(=O)c3ccccc23)c(C)c1,5.2
CN(C)c1ccc(/C=C2/SC(=O)N(CCN=C3NS(=O)(=O)c4ccccc43)C2=O)cc1,3.4
CCN(CC)S(=O)(=O)c1cc(NC(=O)CSc2nnc(-c3cccs3)o2)ccc1C,i
CCNC(=S)N1CCN(CC(=O)Nc2ccc(Br)cc2)CC1,2.1
Cn1c(SCC(=O)Nc2cc(C(C)(C)C)nn2-c2ccccc2)nc2ccccc21,5.1
CCOC(=O)c1c(NC(=O)CCN2C(=O)c3cccc([N+](=O)[O-])c3C2=O)sc(C(=O)OC(C)C)c1C,i
Cc1cc(/C=C(\C#N)C(=O)NC2CCCCCC2)c(C)n1C,0.2
CCO[C@H]1OC(C(=O)O)=C[C@@H](c2coc3ccccc3c2=O)[C@@H]1CCCO,1.3
C=CCN1C(=O)C(C)S/C1=N\S(=O)(=O)c1ccc(Cl)cc1 (stereo not drawn),i
O=C(CCc1ccc(S(=O)(=O)NCCc2ccccc2)cc1)Nc1ccc2c(c1)OCCO2,i
O=C(c1ccco1)N1CCN(C(=O)c2cccc3c2C(=O)N(C2CCCCC2)C3)CC1,0.4
CN(C)c1ccc(Nc2c3c4c(cccc4n(C)c2=O)C(=O)c2ccccc2-3)cc1,1.0
O=C(CNC(=O)c1cccc(Cl)c1)N/N=C/C=C/c1ccccc1,0.2
CCOC(=O)c1c(NC(=O)CN2CCCc3ccccc32)sc(C)c1CC,10.9
Cc1nn(C)cc1NC(=O)CC12CC3CC(CC(C3)C1)C2,i
Cc1ccc(S(=O)(=O)N(Cc2ccc(Cl)cc2)c2ccccc2C(=O)NCc2cccnc2)cc1,7.9
COc1ccc(OCc2cccc(C(=O)Nc3ccc(CN4CCCCC4)cc3)c2)cc1,i
CC(C)c1cccc(C2=CC(=O)C[C@H](c3ccc(F)cc3)C2)c1,1.6
O=C(N/N=C/c1ccc(N2CCCCC2)o1)c1ccccc1[N+](=O)[O-],2.2
CC(=O)Nc1ccc(S(=O)(=O)NCC2CCC(C(=O)NC3CCCCCC3)CC2)cc1 (stereo not drawn),1.4
CCOc1ncccc1C(=O)OCc1c(Cl)cccc1Cl,i
CCc1ccc(OCCOCC(O)CNC(C)(C)C)cc1 (stereo not drawn),0.2
CN(C)S(=O)(=O)c1cccc(NC(=O)CSc2nc3c(cc2C#N)C(=O)CC(C)(C)C3)c1,3.0
COc1ccccc1NCCC(=O)OCC(=O)NC1CCCCCC1,i
Cc1cc(C)n(-c2nnc(NC34CC5CC(CC(C5)C3)C4)nn2)n1,5.9
COc1ccc(NC(=O)Cc2c(SC)c3ccccc3n2Cc2ccccc2)cc1,0.5
COc1ccc(-c2nnc(SCC(=O)NNC(=O)c3ccc(C)cc3)o2)cc1,i
COc1ccc2c(c1)-c1nc(/N=C/c3ccc(O)cc3)sc1CC2,0.7
O=C(Nc1ncn[nH]1)c1cc(S(=O)(=O)Nc2ccc(Cl)cc2)ccc1Cl,0.0
Cc1c(Cl)cccc1Nc1nc(N)nc(CSc2nc3ccccc3s2)n1,10.3*
COc1ccc(C(=O)NC(=S)Nc2ccc(N3CCOCC3)c(Cl)c2)cc1[N+](=O)[O-],3.7
COc1ccc(Cl)cc1NC(=O)COC(=O)CNC(=O)c1ccc([N+](=O)[O-])c(C)c1,0.3
O=C(N/N=C/c1ccc(Sc2nc3ccccc3[nH]2)o1)c1ccncc1,1.2
O=C(COc1ncnc2c1cnn2-c1ccccc1)Nc1ccc(S(=O)(=O)N2CCCCC2)cc1,1.6
COc1cccc(C(=O)NC(=S)Nc2ccc(N(C)C)cc2)c1,i
Cc1ccc(N2C(S)=C(C#N)C(=O)NC23CCCCC3)cc1,1.0
Cc1cc(C)c(COc2ccc(/C=N/n3c(C)n[nH]c3=S)cc2)c(C)c1,5.9
C=CCn1c(O)c(N=NC(=O)OCC)c2ccccc21,i
COc1ccc(C(=O)C[n+]2cccc(C)c2)cc1,0.1
CCOC(=O)C1(O)CC(C)=NN1C(=O)c1cccc(Cl)c1 (stereo not drawn),0.0
O=C(NCc1ccc(-c2nc3ccccc3s2)cc1)c1cc2ccccc2o1,1.5
Cc1cccc(Nc2nnc(SCC(=O)NC(=O)Nc3ccc4c(c3)OCCO4)s2)c1,0.3
Cc1nn(-c2ccccc2)c(N2CCCC2)c1/C=N/NC(=O)c1cc(-c2ccccc2)nc2ccccc12,3.0
CCOC(=O)c1c(-c2ccc(C)cc2)csc1NC(=O)c1ccc(N2C(=O)CCC2=O)cc1,2.4
CC(=O)Nc1sc(C)c(C)c1C(=O)OC(C)C,0.5

# The list goes on; the last 2 above are carried over.
SMILES,Dengue inhibitors
CCOC(=O)c1c(-c2ccc(C)cc2)csc1NC(=O)c1ccc(N2C(=O)CCC2=O)cc1,2.4
CC(=O)Nc1sc(C)c(C)c1C(=O)OC(C)C,0.5
Cc1ccc(-c2sc(-c3ccccc3)nc2CC(=O)Nc2ccccc2F)cc1,3.3
CCN(CC)S(=O)(=O)c1ccc(N2CCCC2)c(NS(=O)(=O)c2ccc([N+](=O)[O-])cc2)c1,2.0
C/C(=N\NC(=S)NCc1ccccc1)c1ccc(Cl)cc1,i
COCC(C)NC(=O)c1ccccc1[N+](=O)[O-] (stereo not drawn),1.6
CCOc1ccc2nc(SCc3ccc(OC)cc3)sc2c1,0.5
Cc1cccc(-n2[nH]c(C)c(C=Nc3ccc4[nH]c(=O)[nH]c4c3)c2=O)c1,0.5
COc1cc(CCC(=O)Nc2ccc(Cl)c(C(F)(F)F)c2)cc(OC)c1OC,3.9
CC(=O)c1c(C)[nH]c(C(=O)Nc2nc(-c3ccccc3)c(C)s2)c1C,0.6
Cc1ccc(-n2c(C)cc(/C=N\NC(=O)CC(=O)NC(C)C)c2C)cc1,i
c1cncc(-c2cnc3ccccc3c2)c1,i
Cc1nnc(SCC(=O)N/N=C/c2ccc(-c3ccc(C)c(Cl)c3)o2)s1,2.9
CCN(CC)c1ccc(NC(=O)CSc2nc3ccccc3c(=O)n2-c2cc(S(=O)(=O)N(C)C)ccc2C)cc1,0.2

# Some values from above.
# Reading of C=CCn1c(=NC(=O)c2ccco2)sc2cc(C(=O)OCC)ccc21 in Dengue inhibitors: 5.0
# Reading of Cc1nnc(SCC(=O)N/N=C/c2ccc(-c3ccc(C)c(Cl)c3)o2)s1 in Dengue inhibitors: 2.9

# Next records.
SMILES,Dengue inhibitors
CC(C)[C@@H](CSc1ccccc1)N1CCN(Cc2ccccc2)CCC1=O,1.5
O=S(=O)(c1ccc2c(c1)C(O)c1ccccc1CC2)C(F)(F)F (stereo not drawn),6.6
COc1cc(/C=C/C(=O)N2CCOCC2)ccc1OCc1ccccc1,0.2
CCOC(=O)c1c(C)[nH]c(C=O)c1Cc1cccc(Cl)c1,14.8*
Cc1ccc(S(=O)(=O)Nc2ccc(Cl)cc2C(=O)c2ccc(F)cc2)cc1,0.6
COc1cc(/C=C/C(=O)O)cc(S(=O)(=O)NC2CC2)c1OC,0.0
COc1cc(/C=N/NC(=O)c2cc3ccccc3cc2O)ccc1OCCN1CCCCC1,0.9
CCc1ccc(-n2c(SCC(=O)Nc3cccc(S(=O)(=O)NC4=NCCCCC4)c3)nc3ccccc3c2=O)cc1,1.3
O=C(CCc1ccccc1)NCCSCc1c(F)cccc1Cl,i
COc1cccc(N2C(C(C)=O)=NN(c3ccccc3)C2c2ccc(N3CCOCC3)cc2)c1 (stereo not drawn),2.4
CC1CCN(c2ccc3c(c2)S(=O)(=O)c2ccccc2C3=O)CC1,1.8
COc1ccc(CNC(=O)C2(CC3CC(c4ccccc4)=NO3)CCN(C(=O)CCCCCBr)CC2)cc1 (stereo not drawn),3.6
COc1cc(/C=C2\C(=O)N(c3ccccc3)N=C2C)ccc1Oc1ccc([N+](=O)[O-])cc1[N+](=O)[O-],12.3*
COc1cccc(/C=N/NC(=O)CN(C2=NS(=O)(=O)c3ccccc32)c2ccccc2)c1,0.0
OCC[C@H]1C[C@H](O)[C@@H](O)[C@]2(OCc3ccccc32)O1,1.5
COC(=O)c1ccc(CSc2nnc(C)n2N)o1,1.4
O=C(Nc1ncc(Cc2ccc(C(F)(F)F)cc2)s1)c1ccc(-c2cccc([N+](=O)[O-])c2)o1,1.8
CCN(CC)S(=O)(=O)c1ccc(NCC2COc3ccccc3O2)c([N+](=O)[O-])c1 (stereo not drawn),0.2
Cc1ccc(N2CCOCC2)c2c1C(=O)c1ccccc1C2=O,i
O=[N+]([O-])c1ccc2cn(-c3ccccc3)nc2c1,i
Cc1ccc(S(=O)(=O)N2CCCCC2)cc1NC(=O)COC(=O)Cc1c(F)cccc1Cl,0.3
C=CCN(c1ccccc1)S(=O)(=O)c1cccc(C(=O)Nc2nc3ccccc3[nH]2)c1,1.4
CC(=O)c1cccc(N(C(=O)Cn2nnc3ccccc32)C(C(=O)NCc2ccccc2)c2ccccn2)c1 (stereo not drawn),i
COC(=O)C1(CC2CC(c3ccncc3)=NO2)CCN(C(=O)OC(C)(C)C)CC1 (stereo not drawn),i
CC(C)NC(=O)CCCC(=O)NC(C)C,i
O=C(c1ccc(Cl)c([N+](=O)[O-])c1)N1CCN(c2ccccn2)CC1,0.1
NC(=O)[C@@H]1CCCCNc2c(F)cc([N+](=O)[O-])cc2C(=O)N[C@@H](CC(=O)O)C(=O)N[C@@H](CCC(=O)O)C(=O)N1,0.2
COc1ccc(O)c(/C=N/n2c(-c3ccco3)csc2=Nc2cccnc2)c1,3.6
O=C(/C(=C/c1ccccc1Cl)c1ccccc1)N1CCOCC1,i
Cc1ccc(OCC(O)CN2CCN(Cc3ccc4c(c3)OCO4)CC2)cc1C (stereo not drawn),i
O=C(N/C(=C/c1cn(-c2ccccc2)nc1-c1ccccc1)C(=O)N1CCOCC1)c1ccc(Cl)cc1Cl,3.9
CC(=O)N1CCC(=NNC(=O)CSc2cc(C)c(Br)cc2C)CC1,i
COc1ccc(C#Cc2ccc3c(c2)c(=O)c2ccccc2n3C)cc1,7.5
CCC(Sc1ncccc1C(=O)Oc1cccc([N+](=O)[O-])c1)C(=O)Nc1ccccc1OC (stereo not drawn),1.2
NC(=O)c1ccccc1N=Cc1ccc2ccccc2c1,0.9
Cc1ccc(S(=O)(=O)NN=C2C3CC4CC(C3)CC2C4)cc1[N+](=O)[O-],0.3

# Reformatted with bars between the fields: part of the list above
structure | Dengue inhibitors
NC(=O)[C@@H]1CCCCNc2c(F)cc([N+](=O)[O-])cc2C(=O)N[C@@H](CC(=O)O)C(=O)N[C@@H](CCC(=O)O)C(=O)N1 | 0.2
Cc1ccc(OCC(O)CN2CCN(Cc3ccc4c(c3)OCO4)CC2)cc1C (stereo not drawn) | i
COc1ccc(C#Cc2ccc3c(c2)c(=O)c2ccccc2n3C)cc1 | 7.5
CC(=O)N1CCC(=NNC(=O)CSc2cc(C)c(Br)cc2C)CC1 | i

# Sorted by number of heavy atoms (rising): some entries from above
SMILES,Dengue inhibitors
Cc1ccc(OCC(O)CN2CCN(Cc3ccc4c(c3)OCO4)CC2)cc1C (stereo not drawn),i
O=C(N/C(=C/c1cn(-c2ccccc2)nc1-c1ccccc1)C(=O)N1CCOCC1)c1ccc(Cl)cc1Cl,3.9
NC(=O)[C@@H]1CCCCNc2c(F)cc([N+](=O)[O-])cc2C(=O)N[C@@H](CC(=O)O)C(=O)N[C@@H](CCC(=O)O)C(=O)N1,0.2

# The listing continues:
SMILES,Dengue inhibitors
C/C(=N\NC(=S)NCCc1ccccc1)c1cccs1,3.6
COc1ccc(-c2cc(-c3cccs3)nc(OC)c2C#N)cc1OC,0.5
Cc1cc(Nc2cccc(Cl)n2)n(-c2ccccc2)n1,i
Cn1c(CC(=O)NC(C)(C)CO)c(Sc2ccccc2)c2ccccc21,i
Cc1noc(C)c1CSc1ncnc2sc3c(c12)CCCCC3,2.0
COc1ccc(S(=O)(=O)Nc2cccc(S(=O)(=O)N3CCCCCC3)c2)cc1,i
Cc1cc(C)cc(NC(=S)NCc2cccnc2)c1,0.1
Nc1ccc(-c2cc(-c3cccc(N)c3)nc(-c3ccccc3)n2)cc1,i
CCc1cccc(CC)c1NC(=O)CCCSc1nc2ccccc2s1,0.9
CCCCCCC(=O)N/N=C/c1ccc(Br)cc1,8.2
CC(NC(=S)Nc1ccc(S(=O)(=O)N2CCOCC2)cc1)C1CC2CCC1C2 (stereo not drawn),3.9
CCNC(=S)NNC(=O)c1cc(-c2cccc(OC)c2)nc2ccccc12,i
Cc1nc(NC(=S)NC(=O)c2cccs2)ccc1Br,0.2
CCOC(=O)c1ccc(Oc2c(C)oc3cc(OS(C)(=O)=O)ccc3c2=O)cc1,i
O=C(/C=C/c1cccs1)N1CCN(c2ccccc2F)CC1,i
CC1CCc2sc(C(=O)N/N=C/c3ccc([N+](=O)[O-])cc3)cc2C1 (stereo not drawn),0.2
CC1=CN2C(=N)/C(=C/c3cn(CCCOc4ccccc4C)c4ccccc34)C(=O)N=C2S1,0.2

# Screening results (PubChem BioAssay)

# The list is partial (hit frequency here may not be typical).
